# Screens: PubChem BioAssay, National Center for Advancing Translational Sciences (NCATS)
# Mm-Cpn inhibitor: blocks the Methanococcus maripaludis chaperonin Mm-Cpn | actives 0.031% (n = 330,000) | Potency, µM (top dose mostly 76.9 µM), without a hit: at the highest dose activity, negative = inhibition, most hits filed as inhibitors | AID 504842 | purified Mm-Cpn ATPase, ADP Transcreener TR-FRET; further: potency means the concentration at half of the fitted maximal effect; on the % scale 0 is the no-effect control and ±100 the full control effect; nearly all actives have a fitted effect of over 80% in size
#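 Compound-treated chaperonin, 25 nM final, turns over 10 uM ATP at 37°C for 30 min following a 10 min preincubation; ADP generated competes with ADP-d2 for Eu-cryptate antibody, lowering FRET.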
# EPAC1 antagonist: blocks human EPAC1 exchange factor | O95398 | EPAC1 GEF assay, Rap1b-BODIPY-GDP exchange fluorescence | Potency, µM (series often up to 115 µM), without a hit: at the top dose activity change, negative = inhibition, hits mostly inhibitors | actives 0.14% (n = 360,000) | AID 720709;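 further: potency means the concentration at half of the fitted maximal effect; plate controls were vehicle for no effect and positive control for full effect; nearly all actives have a fitted effect of over 50% in size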
# PI5P4Ka inh: inhibitors of human PI5P4K alpha; P48426; PI5P4Kalpha enzyme, ADP-Glo luminescence, 60 min; active compounds read low; max response, %; actives 1.2% (n = 330,000); active means max response of -50% or lower; inconclusive means between -30% and -50%; inactive means -30% or higher; further: value at the top dose of about 77 µM; on the % scale 0 is the no-effect control and ±100 the full control effect
# Target sequence (P48426 whole entry, looked up): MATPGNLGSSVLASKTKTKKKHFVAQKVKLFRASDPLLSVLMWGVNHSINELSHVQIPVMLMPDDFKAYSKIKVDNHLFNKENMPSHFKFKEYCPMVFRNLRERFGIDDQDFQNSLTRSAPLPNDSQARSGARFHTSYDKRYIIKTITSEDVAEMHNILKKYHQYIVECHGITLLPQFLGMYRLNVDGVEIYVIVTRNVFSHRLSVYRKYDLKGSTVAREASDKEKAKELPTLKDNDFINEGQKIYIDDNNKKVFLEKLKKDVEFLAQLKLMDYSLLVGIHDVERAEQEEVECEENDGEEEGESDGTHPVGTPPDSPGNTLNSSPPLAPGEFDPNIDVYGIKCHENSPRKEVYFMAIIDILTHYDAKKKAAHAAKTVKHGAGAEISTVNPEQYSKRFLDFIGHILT
#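 Compounds were pin-transferred onto PI5P4Kalpha and substrate in HEPES pH 7.4 buffer with EGTA, CHAPS and 5% DMSO. ATP (5 microM final) started the reaction, which ran 60 minutes at room temperature before ADP-Glo detection.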
# PLK1 PBD inh: blocks phosphopeptide binding to human PLK1 polo-box domain | P53350 | Plk1 PBD binding of FITC phosphopeptide, fluorescence polarization | Potency, µM, inactives show max response, negative = inhibition, actives largely listed as inhibitors | actives 2.8% (n = 360,000) | AID 720504; further: potency means the concentration at half of the fitted maximal effect; series mostly up to about 57 µM; on the % scale 0 is the no-effect control and ±100 the full control effect; nearly all actives have a fitted effect of over 65% in size
# Target sequence (P53350 whole entry, looked up, the tested form may be a part): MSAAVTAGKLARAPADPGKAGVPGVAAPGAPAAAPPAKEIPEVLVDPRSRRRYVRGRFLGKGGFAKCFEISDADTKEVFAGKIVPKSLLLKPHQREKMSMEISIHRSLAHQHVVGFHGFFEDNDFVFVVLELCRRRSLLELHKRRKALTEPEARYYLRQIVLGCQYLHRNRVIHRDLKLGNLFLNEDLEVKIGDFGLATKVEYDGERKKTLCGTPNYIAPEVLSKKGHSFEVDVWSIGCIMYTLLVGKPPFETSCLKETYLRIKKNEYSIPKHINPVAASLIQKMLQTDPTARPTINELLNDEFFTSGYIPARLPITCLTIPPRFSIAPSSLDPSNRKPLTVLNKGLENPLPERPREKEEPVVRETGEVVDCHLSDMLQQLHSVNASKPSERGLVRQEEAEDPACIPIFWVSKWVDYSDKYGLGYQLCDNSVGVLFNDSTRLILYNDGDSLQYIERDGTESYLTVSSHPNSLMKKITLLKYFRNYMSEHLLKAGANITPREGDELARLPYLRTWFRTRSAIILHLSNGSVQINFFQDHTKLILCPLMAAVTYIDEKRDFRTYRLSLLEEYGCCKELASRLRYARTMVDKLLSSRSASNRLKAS
# EPAC2 antag: antagonists of human EPAC2 | EPAC2 GEF exchange of Rap1B-BODIPY-GDP, fluorescence | AID 720708 | Potency, µM (series often up to 114 µM), inactives show at the top dose activity, negative = inhibition, hits mostly inhibitors | Q8WZA2 | actives 0.18% (n = 360,000); further: potency means the concentration at half of the fitted maximal effect; on the % scale 0 is the no-effect control and ±100 the full control effect; nearly all actives have a fitted effect of over 45% in size; many of its hits are not listed in these tables
# EPAC1 agonist: activates human EPAC1 exchange factor | O95398 | AID 720707 | actives 0.073% (n = 360,000) | Potency, µM (series often up to 154 µM), inactives show top-dose activation, most hits filed as activators | EPAC1 agonist qHTS, biochemical assay; response scale: 100% = response to 6.5 mM cAMP; further: potency means the concentration at half of the fitted maximal effect; nearly all actives have a fitted effect of over 60% in size
#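 EPAC1 100 nM, Rap1B–BODIPY-GDP 250 nM, unlabeled GDP 50 uM; compound titration; 5 min RT; kinetic read ex480/em540 at 5-min intervals ×30 min; data normalized to 6.5 mM cAMP agonist control.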
# WRN helicase inh: blocks human WRN helicase; AID 651768; WRN helicase unwinding, fluorescent forked duplex, kinetic; Potency, µM (doses to about 114 µM), for inactives: top-dose activity change, negative = inhibition, hits mostly inhibitors; actives 0.46% (n = 360,000); further: potency means the concentration at half of the fitted maximal effect; on the % scale 0 is the no-effect control and ±100 the full control effect; nearly all actives have a fitted effect of over 55% in size
#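 Kinetic red-fluorescence monitoring (525/598 nm) tracks WRN helicase activity after 100 nM fluorophore-quencher forked duplex and 2 mM ATP are added to 20 nM enzyme pretreated 15 min at room temperature with compound.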
# CCT chaperon mod: modulators of cytosolic chaperonin (CCT/TRiC) activity; purified chaperonin ATPase assay, HTRF ADP detection, 30 min; activity change, % (no concentration beside the values), hits read low; actives 0.3% (n = 360,000); AID 651819; in the data active means activity change below about -30%; further: on the % scale 0 is the no-effect control and ±100 the full control effect
#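 We incubate TRiC, 40 or 20 nM final, with library compounds at 76 uM and 10 uM ATP for 30 min at 37 °C. ADP formed is detected with Transcreener HTRF reagents after 30 min at room temperature.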
# Active calls of the source: *; ? = inconclusive; · = not tested or not shown; [ ] = remark or other dose. Unless noted, the call rests on the fitted dose curve; in most records, active means well fitted curve in the direction sought with a large enough effect; inconclusive means small, poorly fitted or top-dose-only effect, or another doubt; inactive means no such curve, though single readings can be large; an effect the other way counts as inactive or inconclusive. These rows are one share of the data; count on the stated rates, not on these rows.
SMILES,Mm-Cpn inhibitor,EPAC1 antagonist,PI5P4Ka inh,PLK1 PBD inh,EPAC2 antag,EPAC1 agonist,WRN helicase inh,CCT chaperon mod
CN(C(=O)COC(=O)C1COc2ccccc2O1)C1(C#N)CCCCC1 (configuration not stated),0.9%,-7.3%,7.2,-8.4%,7.2%,6.9%,-0.1%,0.7
COc1ccc(S(=O)(=O)N2CCC(C(=O)NCc3ccncc3)CC2)cc1C,-1.5%,-13.8%,-8.1,-4.5%,4.9%,-3.3%,5.2%,-3.6
C/C(CC(=O)NC1CCCCC1)=N\NC(=O)c1ccccc1C,1.7%,4.9%,4.2,0.2%,5.7%,-5.1%,-0.2%,-1.7
NS(=O)(=O)c1ccc(CCNC(=O)C2CCCN2C(=O)OCc2ccccc2)cc1 (configuration not stated),2.9%[15.4 µM],-6.1%,-0.3,-3.8%,-0.3%,-9.7%,-11.2%,0.1
COC(=O)Nc1ccc(S(=O)(=O)N2CCC(C(=O)N(C)C3CCCCC3)CC2)cc1,-1.5%,-12.5%,-5.3,-18.5%,-2.4%,5.6%,?,-10.8
CN1CCN(c2ccccc2NC(=O)c2cc3ccccc3o2)CC1,-2.1%,-8.1%,·,-22.8%,-1.7%,5.6%,-13.3%,-1.7
Cc1cc(C)n2nc(C(=O)N(C)c3c(N)n(Cc4ccccc4)c(=O)[nH]c3=O)nc2n1,-0.4%,-4.7%,2.1,-7.7%,-1.2%,-39.5%[inhibitor],-14.7%,1.1
O=C(CN1C(=O)C2C3C=CC(C4CC34)C2C1=O)Nc1cccc2ncccc12 (configuration not stated),-1.4%,-4.3%,-7.7,29.9µM*,-0.4%,-5.4%,6.2%,0.4
O=C(NCCCN1CCOCC1)c1cc(Cl)ccc1OCc1ccccc1,8.0%,14.1%,1.6,1.2%,12.1%,1.2%,-32.3%,-0.3
CCn1c(=O)cc(OCC(=O)NCCC(C)C)c2ccccc21,0.9%,?,4.0,-8.3%,-7.1%,-5.5%,2.3%,0.4
Cc1ccc(C2=CSC3=NS(=O)(=O)CCN23)cc1,0.6%,-27.8%,1.0,-12.6%,-9.9%,-4.5%,11.3%,-0.1
Cc1c(C(=O)O)cnc2cc(-c3ccc(Cl)cc3)nn12,1.6%,4.8%,?,-0.2%,-13.5%,-6.3%,-9.3%,-1.4
O=C(Nc1ccccc1N1CCN(C(=O)c2ccccc2)CC1)c1ccc([N+](=O)[O-])o1,0.0%,22.6%,6.7,-20.0%,0.9%,6.5%,9.6%,1.5
O=C(Nc1nnc([C@@H]2C[C@H](O)[C@@H](CO)O2)s1)c1cccc(Oc2ccccc2)c1,·,-8.0%,-8.9,-11.7%,-1.1%,-13.4%,4.4%,-2.1
C[C@@H]1CCCCO[C@@H](CN(C)C(=O)CCCN(C)C)[C@@H](C)CN([C@H](C)CO)C(=O)c2cc(N(C)C)ccc2O1,·,13.7%,-2.7,-11.9%,8.8%,-1.7%,-9.1%,0.9
O=C(NCCC1=CCCCC1)C1CCN(C(=O)c2ccc(Cl)cc2)CC1,0.6%,5.7%,·,3.2%,4.6%,0.8%,-0.8%,0.5
Cn1cnc2c(cnn2C)c1=N,·,7.4%,0.9,-8.8%,3.1%,4.9%,6.6%,-1.4
Cc1ccc(C(=O)Nc2cccc([N+](=O)[O-])c2)cc1S(=O)(=O)Nc1ccc(C(=O)O)cc1,2.1%,12.7%,-2.2,-0.7%,9.1%,-4.2%,-30.5%,0.9
COC(=O)c1ccc(Cl)c(NC(C)=O)c1,0.9%,1.3%,·,1.1%,2.7%,4.3%,-3.8%,-2.9
Cc1nn(-c2ccccc2)c(Cl)c1CN(C(=O)CCl)c1ccc(Cl)cc1,-0.5%,?,10.6,-17.3%,-24.3%,18.8%,-4.9%,1.2
CCC(=O)c1ccc(O)c(CC=C(C)C)c1,1.5%,-22.4%,-6.2,-7.6%,-13.0%,6.4%,-23.4%,-1.3
O=C(c1ccc(F)cc1)N1CCOC(c2nc(-c3ccc(F)cc3)no2)C1 (configuration not stated),3.6%,-7.6%,0.4,3.9%,-5.0%,0.2%,-3.3%,0.4
CSc1ccc(S(=O)(=O)NCc2ccc(C)cc2)cc1,-0.5%,3.0%,·,-7.4%,16.5%,0.5%,?,-1.2
CCCOc1ccc(C(=O)N2CCCc3ccccc32)cc1,-0.8%,-9.1%,3.2,-0.8%,-5.4%,11.6%,-12.7%,-0.2
CC(C)C[C@H](N)c1nnc(S(=O)(=O)Cc2cccc(F)c2)o1,0.6%,5.9%,·,?,9.7%,2.7%,-6.5%,-1.0
CCCOc1ccc(Br)cc1CSC(=N)N,2.4%,7.2%,1.4,29.9µM*,-5.3%,7.7%,0.5%,-0.9
Cc1c(Cl)cccc1NC(=O)CSc1nnc(C)n1CC1CCCO1 (configuration not stated),2.2%,-16.9%,2.3,-18.1%,1.5%,4.1%,5.0%,-4.1
CC1Cc2nc(SCC(=O)N3CCOCC3)n(-c3ccccc3)c(=O)c2S1 (configuration not stated),0.5%,-10.9%,-6.5,1.7%,14.3%,-6.3%,6.2%,-0.8
CC(C)c1ccc(N=C(N)N=C(N)N)cc1,1.3%,5.7%,-0.3,-20.1%,0.2%,9.7%,1.0%,-1.0
COc1ccc(C2CC(C(F)(F)F)n3ncc(C(=O)O)c3N2)cc1OC (configuration not stated),0.0%,1.7%,7.0,-0.3%,4.1%,15.8%,-3.1%[57.1 µM],-1.3
Cc1ccc(C(=O)N2N=C(c3ccc(NS(C)(=O)=O)cc3)CC2c2cccs2)cc1 (configuration not stated),-13.4%,?,5.5,-19.7%,-19.6%,-3.8%,-5.6%,0.4
O=C(Nc1ccccc1)c1ccccc1NC(=O)[C@H]1CCCC[C@H]1C(=O)O,-1.6%,8.4%,0.6,-4.9%,2.6%,15.5%,0.5%,1.3
O=S1(=O)CC(N2CCN(CC3CC3)CC2)CN1CCc1ccccc1 (configuration not stated),·,-4.1%,1.5,-1.6%,-9.5%,1.1%,-7.9%,-0.3
Cc1c(C(=O)Nc2ccc3c4c(cccc24)CC3)cccc1[N+](=O)[O-],-0.4%,3.8%,1.0,26.7µM*,11.6%,-6.1%,6.7%,-0.9
COc1cc(SC)ccc1C(=O)Nc1ccncc1,-8.6%,5.9%,0.5,-11.0%,1.0%[57.1 µM],-3.6%,4.8%,-0.2
Cc1nn(-c2ccccc2)c(NC(=O)c2cccs2)c(-c2ccccc2)c1=O,0.3%,21.1%,7.2,-12.0%,25.3%,-7.0%,-4.1%,2.0
COC(=O)c1sc(-c2ccc(Cl)cc2)cc1NC(=O)COCC(=O)O,-11.5%,1.5%,-25.4,-9.6%,-28.7%,2.9%,8.1%,-2.4
COc1ccccc1-c1csc(C(O)(c2ccccc2)C(F)(F)F)n1 (configuration not stated),·,-22.7%,15.3,-8.9%,-25.4%,6.9%,-13.0%,0.1
COc1ccc(-n2cc(-c3ccc(OC)c(OC)c3)[nH]c2=S)cc1,-6.2%,-12.5%,-14.5,23.8µM*,-28.7%,3.9%,-2.6%,-0.4
O=C(OCc1nnc(-c2ccc([N+](=O)[O-])cc2)o1)C1CC(=O)N(CCc2ccccc2)C1 (configuration not stated),1.7%,7.0%,?,-6.7%,6.3%,-0.5%,-29.5%,-4.7
CN(C)c1ccc(C=NNc2ccccn2)c(Cl)c1,·,?,0.6,-6.2%,-1.3%,15.7%,10.3%,1.6
Cc1ccc(-c2nc3cccnc3s2)cc1NS(C)(=O)=O,-10.2%,-3.9%,1.5,-12.7%,-8.9%,-3.0%,4.0%,-8.1
COc1cccc(N=C(N)N)c1,0.0%,6.2%,-2.5,-3.4%,-2.2%,6.8%,-6.8%,-0.1
CCN(CC(=O)Nc1cc(Cl)ccc1C)C(=O)c1ccc(=O)n(Cc2ccccc2)n1,0.5%,2.9%,1.4,3.7%,7.5%,-6.4%,-28.3%,1.0
CCOc1ccc(C(c2c(O)nc(SC)[nH]c2=O)c2c(O)nc(SC)[nH]c2=O)cc1,·,0.2%,?,23.8µM*,19.5%,-6.2%,-5.0%,0.2
Cc1ccc(OC(C)C(=O)N2CCc3ccccc32)c([N+](=O)[O-])n1 (configuration not stated),·,2.4%,-1.2,-6.8%,-5.4%,3.6%,-3.4%,-1.4
O=C(CSc1ncccc1C(=O)O)NCCC1=CCCCC1,0.3%,-8.5%,·,-9.1%,-4.7%,-10.4%,3.5%,-3.6
CCCN1CCC(CCOc2ccccc2)(C(=O)OCC)CC1,1.9%,17.5%,-5.2,2.9%,-9.9%,-6.7%,5.6%,0.2

# Molecules listed so far containing a Cl atom:
SMILES,Mm-Cpn inhibitor,EPAC1 antagonist,PI5P4Ka inh,PLK1 PBD inh,EPAC2 antag,EPAC1 agonist,WRN helicase inh,CCT chaperon mod
O=C(NCCCN1CCOCC1)c1cc(Cl)ccc1OCc1ccccc1,8.0%,14.1%,1.6,1.2%,12.1%,1.2%,-32.3%,-0.3
Cc1c(C(=O)O)cnc2cc(-c3ccc(Cl)cc3)nn12,1.6%,4.8%,?,-0.2%,-13.5%,-6.3%,-9.3%,-1.4
O=C(NCCC1=CCCCC1)C1CCN(C(=O)c2ccc(Cl)cc2)CC1,0.6%,5.7%,·,3.2%,4.6%,0.8%,-0.8%,0.5
COC(=O)c1ccc(Cl)c(NC(C)=O)c1,0.9%,1.3%,·,1.1%,2.7%,4.3%,-3.8%,-2.9
Cc1nn(-c2ccccc2)c(Cl)c1CN(C(=O)CCl)c1ccc(Cl)cc1,-0.5%,?,10.6,-17.3%,-24.3%,18.8%,-4.9%,1.2
Cc1c(Cl)cccc1NC(=O)CSc1nnc(C)n1CC1CCCO1 (configuration not stated),2.2%,-16.9%,2.3,-18.1%,1.5%,4.1%,5.0%,-4.1
COC(=O)c1sc(-c2ccc(Cl)cc2)cc1NC(=O)COCC(=O)O,-11.5%,1.5%,-25.4,-9.6%,-28.7%,2.9%,8.1%,-2.4
CN(C)c1ccc(C=NNc2ccccn2)c(Cl)c1,·,?,0.6,-6.2%,-1.3%,15.7%,10.3%,1.6
CCN(CC(=O)Nc1cc(Cl)ccc1C)C(=O)c1ccc(=O)n(Cc2ccccc2)n1,0.5%,2.9%,1.4,3.7%,7.5%,-6.4%,-28.3%,1.0
